TCR act: activates T cell receptor signaling | primary human leukocytes, anti-CD3, IL-2 HTRF, 48 h | Potency, µM (doses to about 9.22 µM), for the others: at the highest dose activation of IL-2 secretion, most hits filed as activators | 330,000 tested, under 10 active | AID 504894; further: % of control where 0% means no effect
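Readout: HTRF IL-2, Eu-cryptate/d2 antibody pair, 320nm excitation, 665nm emission. Stimulus: a-CD3 beads, no co-stimulation. Cells: primary human leukocytes. Exposure: 48 hr with compound.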
p53 reactivation: re-activators of mutant p53; 320,000 tested, 0.063% active; Potency, µM (series often up to 92.2 µM), without a hit: at the top dose activity change, positive = activation, most hits filed as activators; H1299 p53-A138V BP100-luciferase reporter, luminescence, 24 h; further: potency means the concentration at half of the fitted maximal effect; % of control where 0% means no effect; nearly all actives have a fitted effect of over 45% in size
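H1299 (p53-null), stable ts p53-A138V + BP100-Luc; 1000 cells/well, Opti-MEM/10% FBS; cpd 4 pt, 1:5; 24 h, 37 deg C, 5% CO2; detection reagent 10 min RT; luminescence.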
TRPV1 agonist: human TRPV1 agonism; 320,000 tested, 0.19% active; AID 540275; activation, % at 8.33 µM; TRPV1-expressing cells, Fluo-8 calcium influx, agonist mode; in the data active means activation above about 80%; inconclusive means between about 30% and that limit; further: 0% is about no effect
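Fluo-8 calcium influx in TRPV1-expressing cells, kinetic read (ex 480/em 520 nm). Compound added and read 3 min for agonist activity, followed by capsaicin at EC20 final and 2 min further read for enhancement.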
a7 integrin act: integrin-mediated muscular dystrophy alleviation activation. alpha7betagal myoblasts, beta-gal FDG fluorescence, 48 h. 350,000 tested, 0.064% active. AID 624291. Potency, µM (doses to about 38.3 µM), for inactives: top-dose activation, hits mostly activators;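 further: potency means the concentration at half of the fitted maximal effect; 100% = response of the positive control SU9516; nearly all actives have a fitted effect of over 60% in size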
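Alpha7betagal+/- myoblasts (passage 13) were plated 16-24 hr, then exposed to compounds (1:260 dilution of DMSO stock) for 48 hours at 37C. After MPER lysis, β-galactosidase reporter activity was read as FDG fluorescence (ex 480/em 540) after 30 minutes.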
A-T KAP1 phos: candidate therapy for ataxia-telangiectasia; AID 485349; […] A-T fibroblasts, KAP-1 phosphorylation AlphaLISA; neocarzinostatin DNA damage 30 min before lysis; 320,000 tested, 0.19% active; Potency, µM (series often up to 57.5 µM), for the others: top-dose activation, actives largely listed as activators; further: potency means the concentration at half of the fitted maximal effect; % of control where 0% means no effect; nearly all actives have a fitted effect of over 45% in size
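hTERT-immortalized A-T patient fibroblasts ([…]), 500 cells/well in OPTI-MEM, 1% FBS, got compounds for 60 min, then NCS for 30 min at 37C. Lysates were then assayed for phospho-KAP-1 by AlphaLISA (anti-pKAP1 donor, anti-KAP1 acceptor beads), 6 hr at 25C.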
MLL CXXC-DNA inh: MLL CXXC-DNA interaction inhibition; MLL-CXXC / FITC-HOXA9 DNA fluorescence polarization; Potency, µM (doses to about 115 µM), inactives show at the highest dose activity change, negative = inhibition, actives largely listed as inhibitors; 290,000 tested, 0.037% active; active means well fitted inhibition curve with a large enough effect in the polarisation, with a control signal flat, not every such curve was filed as active; inconclusive means small, poorly fitted or top-dose-only effect, or effect the other way, or a change in a side signal; inactive means no such curve, though single readings can be large or run the other way; the % refers to the polarisation; further: potency means the concentration at half of the fitted maximal effect
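Steps: dispense CXXC domain solution (7 uM) → pin compounds or unlabeled HOX-A9 DNA control → 5 min ambient → add FLSN-HOX-A9 solution (50 nM) → spin → 30 min ambient → fluorescence polarization. Tris pH 7.5/NaCl/DTT/BSA buffer.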
ELG1 DNA repair: ELG1-dependent DNA repair inhibition | HEK293T ELG1-luciferase reporter, luminescence, 16 h; DNA damage induced by 5-fluorouridine | Potency, µM (top dose mostly 46.1 µM), for the others: at the top dose activity change, negative = inhibition, most hits filed as inhibitors | 330,000 tested, 2.3% active; further: potency means the concentration at half of the fitted maximal effect; on the % scale 0 is the no-effect control and ±100 the full control effect; nearly all actives have a fitted effect of over 55% in size
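DMSO vehicle served as the neutral condition. Each well held 2,000 cells given 5-fluorouridine plus compound; after 16 hr at 37 °C/5% CO2, ONE-Glo was added and luciferase measured 30 min later.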
PTAP TSG101 blk: blocks PTAP/TSG101 interaction to inhibit HIV-1 budding; Fluorescence polarization, FITC-PTAP peptide / Tsg101 binding; Potency, µM (series often up to 115 µM), for inactives: top-dose activity change, negative = inhibition, hits mostly inhibitors; AID 493005; Q99816; 340,000 tested, under 10 active; active means well fitted inhibition curve with a large enough effect in the main read-out, with a control signal flat, not every such curve was filed as active; inconclusive means small, poorly fitted or top-dose-only effect, or effect the other way, or a change in a side signal; inactive means no such curve, though single readings can be large or run the other way; further: potency means the concentration at half of the fitted maximal effect; % of control where 0% means no effect
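Steps: Tsg101 binding domain dispensed (10 uM final), compounds pinned in DMSO, FITC-labeled PTAP-motif peptide added (50 nM final); after 20 min binding at room temperature, polarization measured.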
BRCA1 expr up: BRCA1 expression activation; 380,000 tested, 1.1% active; Potency, µM (series often up to 46.1 µM), inactives show at the highest dose activation, hits mostly activators; MCF7-BRCA1-FFLuc reporter, luminescence, 48 h; response scale: scaled: vehicle 0%, 10 µM genistein 100%; further: potency means the concentration at half of the fitted maximal effect; nearly all actives have a fitted effect of over 80% in size; some results filed as inactive show a strong effect at the top dose
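MCF7-BRCA1-FFLuc, 2000 cells/well; 2 h attach, 37 °C/5% CO2; compound 48 h; luciferase substrate 15 min; luminescence end-point. Norm. to genistein 10 microM max activation and DMSO; concentration-response curves fitted.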
B2AR arrestin: beta2AR (human) beta-arrestin recruitment activity. P07550. beta-arrestin recruitment to beta2AR, cell-based reporter. Potency, µM (titrated, usually from 46.1 µM), without a hit: at the top dose activation, most hits filed as activators. 330,000 tested, 0.02% active. AID 492947;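 further: potency means the concentration at half of the fitted maximal effect; 0% = DMSO controls and full agonism = EC100 isoproterenol or metaproterenol; nearly all actives have a fitted effect of over 65% in size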
Active calls of the source: *; ? = inconclusive; / = no result given; [ ] = remark or other dose. Unless noted, the call rests on the fitted dose curve; in most records, active means well fitted curve in the direction sought with a large enough effect; inconclusive means small, poorly fitted or top-dose-only effect, or another doubt; inactive means no such curve, though single readings can be large; an effect the other way counts as inactive or inconclusive. Not all compounds are listed; count on the stated rates, not on these rows.

Screens in order: TCR act | p53 reactivation | TRPV1 agonist | a7 integrin act | A-T KAP1 phos | MLL CXXC-DNA inh | ELG1 DNA repair | PTAP TSG101 blk | BRCA1 expr up | B2AR arrestin
C[C@]12CCC3C(CC[C@H]4C[C@@H](O)CC[C@]34C)C1C[C@@H](O)[C@H]2O (stereo partly specified)
  2% | 0% | / | 0% | 7% | / | ? | -6% | -12% | -0.1%
CN1/C(=C\C=C\C2=[N+](C)c3ccc4ccccc4c3C2(C)C)C(C)(C)c2ccccc21
  / | -16% | 0 | / | 2% | ? | ? | / | / | -0.5%
COC(=O)C1=C(c2ccc(-c3ccccc3)c(F)c2)C[C@@H]2CC[C@H]1N2C(=O)NCc1cc(C)oc1C(F)(F)F
  14% | 0% | 3 | -22% | 18% | / | -17% | / | -46% | -0.4%
COP(=S)(OC)SCn1nnc2ccccc2c1=O
  -1% | / | / | -46%[inhibitor] | / | / | / | 0% | -12% | /
O=c1c2ccccc2nc(CN2CCOCC2)n1-c1ccccc1F
  / | 0% | 2 | -11% | -7% | 0% | 19% | -6% | -28% | 4.0%
CCOc1cc(C2NCc3ccccc3-n3cccc32)ccc1O (stereo unspecified)
  5% | -3% | 3 | -6% | -2% | -4% | -9% | 0% | -27% | -0.2%
O=c1c2cc(Cl)cc(Cl)c2nc(CN2CCOCC2)n1-c1ccccc1F
  4% | / | -1 | 5% | / | -9% | / | -10% | -11% | /
Cc1ccnc(-n2c(C)cc(C=C3C(=O)N(C)C(=S)N(C)C3=O)c2C)c1
  5% | -2% | 0 | 0% | -9% | -27% | 0% | 0% | 9% | 0.0%
Cc1ccc(N)c(C(=O)c2ccc(Br)cc2)c1
  3% | 10% | 8 | -4% | -3% | 0% | -3% | -2% | -30% | -0.4%
Nc1c2c(nc3ccccc13)CCN(Cc1ccccc1)C2
  8% | 0% | 3 | 21% | 0% | -1% | 0% | -23% | 3% | 0.2%

An excerpt taken from the entries so far, for reference:
Screens in order: TCR act | p53 reactivation | TRPV1 agonist | a7 integrin act | A-T KAP1 phos | MLL CXXC-DNA inh | ELG1 DNA repair | PTAP TSG101 blk | BRCA1 expr up | B2AR arrestin
CN1/C(=C\C=C\C2=[N+](C)c3ccc4ccccc4c3C2(C)C)C(C)(C)c2ccccc21
  / | -16% | 0 | / | 2% | ? | ? | / | / | -0.5%
COC(=O)C1=C(c2ccc(-c3ccccc3)c(F)c2)C[C@@H]2CC[C@H]1N2C(=O)NCc1cc(C)oc1C(F)(F)F
  14% | 0% | 3 | -22% | 18% | / | -17% | / | -46% | -0.4%

Carrying on.
Screens in order: TCR act | p53 reactivation | TRPV1 agonist | a7 integrin act | A-T KAP1 phos | MLL CXXC-DNA inh | ELG1 DNA repair | PTAP TSG101 blk | BRCA1 expr up | B2AR arrestin
COC(=O)C1=C(c2ccc(-c3ccccc3)c(F)c2)C[C@@H]2CC[C@H]1N2C(=O)N1CCCCC1
  -7% | 9% | ? | -32%[inhibitor] | -11% | / | 0% | 0% | -54% | 0.0%
C=CCN1C(=O)NC(=O)/C(=C/c2ccc(OCC(=O)Nc3ccc(C)cc3)cc2)C1=O
  -6% | 0% | ? | 13% | -5% | 5% | ? | -8% | -5% | -0.9%
CC1=CC(=C2C(=O)NC(=S)NC2=O)C=C(C(F)(F)F)N1Cc1ccccc1
  -5% | 2% | 1 | 6% | -4% | 17% | ? | -6% | -46% | -0.1%
CCc1sc(C(=O)N2CCC3(CC2)OCCO3)cc1Br
  2% | -1% | 6 | -14% | 2% | -5% | 11% | -4% | -23% | 0.0%
CCc1ccc(CN2CCN(C(=O)Cc3ccccc3)CC2)cc1
  0% | -4% | 2 | 39% | 1% | -20% | ? | -5% | -22% | 0.4%
c1ccc(C2OCCN3CCCCC23)cc1 (stereo unspecified)
  -3%[46.1 µM] | -4% | -6 | -15% | / | 11% | 3% | 0% | -6% | -1.8%
C=CP(=O)(O)c1ccccc1
  9% | 0% | -2 | -20% | 9% | -3% | 4% | -1% | -1% | 0.3%
Cc1cc(/C=C2\C(=O)NC(=O)N(c3ccc(Cl)cc3)C2=O)c(C)n1-c1sc2c(c1C#N)CCCC2
  2%[46.1 µM] | -11% | 5 | 10% | 8% | 3% | 16% | 3% | -13% | -0.4%
CCC12CN3CC(CC)(CN(C1)C3c1cccnc1)C2=O (stereo unspecified)
  -1% | 10% | -1 | 10% | -4% | 0% | -12% | 1% | -21% | -4.7%
COc1cc(Br)c(CNCCc2ccc3c(c2)OCO3)cc1OC
  2% | 3% | 8 | -17% | -1% | 5% | -4% | 4% | -4% | -0.4%

Part of the list above in order of molecular weight, rising.
Screens in order: TCR act | p53 reactivation | TRPV1 agonist | a7 integrin act | A-T KAP1 phos | MLL CXXC-DNA inh | ELG1 DNA repair | PTAP TSG101 blk | BRCA1 expr up | B2AR arrestin
C=CP(=O)(O)c1ccccc1
  9% | 0% | -2 | -20% | 9% | -3% | 4% | -1% | -1% | 0.3%
c1ccc(C2OCCN3CCCCC23)cc1 (stereo unspecified)
  -3%[46.1 µM] | -4% | -6 | -15% | / | 11% | 3% | 0% | -6% | -1.8%
CCc1ccc(CN2CCN(C(=O)Cc3ccccc3)CC2)cc1
  0% | -4% | 2 | 39% | 1% | -20% | ? | -5% | -22% | 0.4%
COc1cc(Br)c(CNCCc2ccc3c(c2)OCO3)cc1OC
  2% | 3% | 8 | -17% | -1% | 5% | -4% | 4% | -4% | -0.4%
COC(=O)C1=C(c2ccc(-c3ccccc3)c(F)c2)C[C@@H]2CC[C@H]1N2C(=O)N1CCCCC1
  -7% | 9% | ? | -32%[inhibitor] | -11% | / | 0% | 0% | -54% | 0.0%
Cc1cc(/C=C2\C(=O)NC(=O)N(c3ccc(Cl)cc3)C2=O)c(C)n1-c1sc2c(c1C#N)CCCC2
  2%[46.1 µM] | -11% | 5 | 10% | 8% | 3% | 16% | 3% | -13% | -0.4%

Remaining list, next part.
Keys – A = TCR act; B = p53 reactivation; C = TRPV1 agonist; D = a7 integrin act; E = A-T KAP1 phos; F = MLL CXXC-DNA inh; G = ELG1 DNA repair; H = PTAP TSG101 blk; I = BRCA1 expr up; J = B2AR arrestin
O=C1NC(=S)NC(=O)C1=Cc1ccc(OCC(=O)N2CCCC2)cc1
  A: -4%	B: 0%	C: -4	D: ?	E: -5%	F: 8%	G: 1%	H: -3%	I: 11%	J: 0.1%
CCN1C(=O)C(=C2C=C(C)OC(C)=C2)C(=O)N(CC)C1=S
  A: -8%	B: ?	C: 4	D: 0%	E: -2%	F: -16%	G: 3%	H: -1%	I: 1%	J: 0.1%
COC(=O)c1ccccc1NC(=O)N1C[C@@H]2C[C@@H](C1)c1cccc(=O)n1C2
  A: -6%	B: 6%	C: 1	D: 1%	E: -5%	F: -6%	G: 13%	H: -1%	I: -7%	J: -0.7%
COc1ccccc1N1CCN(Cc2cccc(OC)c2O)CC1
  A: -3%	B: -10%	C: 6	D: -32%	E: 7%	F: 0%	G: -20%	H: -4%	I: 1%	J: -0.6%
CC(C)(C)NC(=S)N1CCn2cccc2C1c1cccnc1 (stereo unspecified)
  A: 2%	B: 7%	C: 2	D: -23%	E: 0%	F: -2%	G: 18%	H: 0%	I: -13%	J: 0.3%

Source: PubChem BioAssay (National Center for Advancing Translational Sciences (NCATS))
